Screening results (PubChem)
PrPC surface inh: inhibitors of human cell surface prion protein PrPC, primary screen, cell-based, TR-FRET; 370,000 compounds, 0.43% hits; Major prion protein (Homo sapiens), P04156; inhibition, % at 13.8 µM; TR-FRET read-out; AID 720596, 2013; in the data active means inhibition above about 24%; further: 0% = median of the test wells and 100% = reference compound wells
TcdB GH inh: TcdB glycohydrolase inhibitors, primary screen, biochemical, single point, plate reader; 350,000 compounds, 0.24% hits; inhibition, % at 9.99 µM; Toxin B (Clostridioides difficile), P18177; TcdB glycohydrolase enzymatic assay; in the data active means inhibition above about 10%
MazEF act: activators of E. coli MazEF toxin-antitoxin RNase, primary screen, biochemical, fluorescence, uHTS. FAM/BHQ RNA-DNA oligo cleavage fluorescence, 5 h. activation, % at 20 µM. 350,000 compounds, 0.32% hits. AID 504720, 2011; in the data active means activation above about 50%
Target sequence (P0AE70 whole entry, looked up): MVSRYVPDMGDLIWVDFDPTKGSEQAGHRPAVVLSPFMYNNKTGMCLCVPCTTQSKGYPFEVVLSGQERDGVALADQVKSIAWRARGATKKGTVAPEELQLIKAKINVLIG
DUSP3 inh: VHR1 phosphatase inhibitors, primary screen, biochemical, absorbance, uHTS; recombinant VHR phosphatase, pNPP absorbance; inhibition, % at 13.3 µM; 290,000 compounds, 0.52% hits; AID 1654, 2009; Dual specificity protein phosphatase 3 (Homo sapiens), P51452; in the data active means inhibition above about 50%; further: some compounds called inactive have numbers as strong as hits
Target sequence (P51452 whole entry, looked up): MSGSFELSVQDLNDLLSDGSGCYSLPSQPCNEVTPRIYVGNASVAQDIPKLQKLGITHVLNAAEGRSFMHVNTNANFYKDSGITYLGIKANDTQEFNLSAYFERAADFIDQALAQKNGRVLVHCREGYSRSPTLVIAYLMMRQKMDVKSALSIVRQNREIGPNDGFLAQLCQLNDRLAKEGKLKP
CCHFV vOTU inh: CCHFV vOTU protease inhibitors, primary screen, biochemical, Pep-AMC substrate, fluorescence. inhibition, % at 11.5 µM. 370,000 compounds, 0.55% hits. AID 651958, 2012; in the data active means inhibition above about 30%; further: 0% = vehicle wells with enzyme and 100% = no enzyme wells
PriA SSB inh: inhibitors of Klebsiella pneumoniae PriA binding to SSB C-terminal tail, primary screen, biochemical, AlphaScreen; 430,000 compounds, 0.6% hits; AlphaScreen SSBct-PriA binding, biotinylated peptide; inhibition, % at 33 µM; PriA–SSB C-terminal tail interaction (Klebsiella pneumoniae); in the data active means inhibition mostly above about 37%, no sharp cut-off; inactive means mostly below about 20%;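 further: plate controls were negative control peptide for no effect and reference peptide for full effect; strong numbers were not always called active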
Y pestis TopoI: Yersinia pestis topoisomerase I inhibitors, primary screen, biochemical, cleavage product accumulation, plate reader, single point | DNA topoisomerase I (Yersinia pestis CO92) | Y. pestis Topo-I cleavage product accumulation | activity, % at 10 µM | 360,000 compounds, 0.064% hits | AID 504884, 2011; in the data active means activity above about 50%, passing the limit was not always enough; further: inactives centre near 2
SARS 3CLpro inh: SARS-CoV 3CLpro protease inhibitors, primary screen, biochemical, quenched FRET; AID 1706, 2009; 290,000 compounds, 0.14% hits; inhibition, % at 6 µM; Replicase polyprotein 1ab (Severe acute respiratory syndrome coronavirus), P0C6X7; recombinant SARS-CoV 3CLpro, quenched FRET peptide cleavage; in the data active means inhibition above about 12%
BH1578 lux ind: inducers of Vibrio cholerae quorum light production without autoinducers, primary screen, BH1578 luxS cqsA deficient, single point | V. cholerae BH1578 lux reporter, luminescence, 6 h | activation, % at 18.7 µM | 350,000 compounds, 0.16% hits; in the data active means activation mostly above about 9.7%, no sharp cut-off; further: not every result past the cut was called active; inactives centre near 0; reference of the scale not given here
Rv3671c protease: Rv3671c serine protease inhibitors, primary screen, biochemical, fluorescence polarization, M. tuberculosis H37Rv. P9WHR9. inhibition, % at 5.96 µM. 320,000 compounds, 0.048% hits. AID 2606, 2010; in the data active means inhibition above about 38%;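 further: extracellular domain of Rv3671c used as enzyme; 0% = enzyme with DMSO and 100% = no enzyme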
Target sequence (P9WHR9 whole entry, looked up, the tested form may be a part): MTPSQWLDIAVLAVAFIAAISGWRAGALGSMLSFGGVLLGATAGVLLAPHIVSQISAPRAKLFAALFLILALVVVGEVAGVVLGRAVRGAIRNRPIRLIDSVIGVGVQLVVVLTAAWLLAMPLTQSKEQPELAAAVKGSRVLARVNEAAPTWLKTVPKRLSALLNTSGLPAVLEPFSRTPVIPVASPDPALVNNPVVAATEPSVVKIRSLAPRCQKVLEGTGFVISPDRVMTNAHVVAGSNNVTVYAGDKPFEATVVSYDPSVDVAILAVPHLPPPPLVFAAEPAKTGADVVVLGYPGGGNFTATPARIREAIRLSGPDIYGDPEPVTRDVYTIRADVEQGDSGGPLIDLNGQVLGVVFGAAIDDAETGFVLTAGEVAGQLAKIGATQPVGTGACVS
The depositor's hits bear a star; i = inactive; / = no result given; & = joins results of further samples. Not all compounds are listed. The share of hits here may be higher or lower than overall.

Screens by letter: A = PrPC surface inh; B = TcdB GH inh; C = MazEF act; D = DUSP3 inh; E = CCHFV vOTU inh; F = PriA SSB inh; G = Y pestis TopoI; H = SARS 3CLpro inh; I = BH1578 lux ind; J = Rv3671c protease
COc1cc(C(=O)Nc2ccc(S(=O)(=O)N3CCOCC3)cc2)c([N+](=O)[O-])cc1OC
  A: -25 | B: -0.1 | C: -6 | D: -5 | E: 9 | F: -8 | G: 1 | H: -7 | I: -2.0 | J: -2
COc1ccccc1N1CCN(S(=O)(=O)c2ccc3c(c2)CC(C)N3C(C)=O)CC1 (configuration not stated)
  A: -1 | B: 0.0 | C: 10 | D: 73 | E: 6 | F: 6 | G: 26 | H: -6 | I: i | J: -12
c1ccc(-c2nnsc2Sc2ccccn2)cc1
  A: -9 | B: -0.2 | C: 5 | D: -3 | E: -1 | F: -20 | G: 7 | H: 0 | I: -0.4 | J: 1
CSc1ccc(S(=O)(=O)N2CCN(Cc3ccc4c(c3)OCO4)CC2)cc1
  A: -6 | B: 0.4 | C: 1 | D: 3 | E: -4 | F: -2 | G: 16 | H: 0 | I: i | J: 2
CC(C)Oc1ccc(OCCNC2CCCC2)cc1
  A: 2 | B: / | C: 8 | D: 38 | E: -5 | F: 2 | G: 3 | H: 5 | I: i | J: -5
COc1cccc(/C=N/NC(=O)C(=O)N2CCCCCC2)c1OC
  A: -1 | B: -1.2 | C: -2 | D: -6 | E: 4 | F: / | G: 3 | H: 0 | I: -0.7 | J: 3
CCN(CC(=O)NCc1ccc(Cl)cc1)C(=O)CCOc1ccc(C)cc1
  A: -4 | B: 1.3 | C: -11 | D: / | E: -1 | F: -22 | G: 1 | H: / | I: i | J: 5
O=C/C(=C\Nc1ccc(Cl)cn1)c1nc2cc(Cl)ccc2o1
  A: 0 | B: / | C: -2 | D: 0 | E: 9 | F: -5 | G: 2 | H: 1 | I: -0.7 | J: 4
Cc1ccc(CN2CCN(C3CCOCC3)CC2CCO)cc1 (configuration not stated)
  A: -7 | B: 0.1 | C: -2 | D: 13 | E: -7 | F: -22 | G: 12 | H: 2 | I: 0.6 | J: 9
C=CCn1cccc(C(=O)Nc2ccc(N(C)C)cc2)c1=O
  A: -3 | B: -6.2 | C: -18 | D: 56* | E: 6 | F: -1 | G: -6 | H: 1 | I: i | J: -11
CCOc1ccc(S(=O)(=O)Nc2cc(OC)ccc2OC)cc1
  A: 16 | B: / | C: 11 | D: -6 | E: -9 | F: -6 | G: -2 | H: -3 | I: i | J: 1
Cc1ccc(CCN2CCN=C2N(C)C)cc1
  A: 4 | B: -0.2 | C: 5 | D: 13 | E: 14 | F: 7 | G: 7 | H: -7 | I: -0.5 | J: -3
N=c1c(S(=O)(=O)c2ccccc2)cc2c(=O)n3ccccc3nc2n1C1CCCC1
  A: -6 | B: -1.1 | C: -4 | D: 7 | E: -2 | F: -9 | G: -3 | H: 4 | I: i | J: -11
CC1CC(Nc2cccc(O)c2)=CC(=O)O1 (configuration not stated)
  A: 1 | B: / | C: 13 | D: 13 | E: -5 | F: -14 | G: 2 | H: 2 | I: i | J: -7
Cc1cc(-c2ccccc2)n(-c2ccccc2)n1
  A: -1 | B: -0.7 | C: 12 | D: 9 | E: -12 | F: -40 | G: -10 | H: 5 | I: -0.7 | J: -5
CC(=O)Nc1ccc(NC(=O)CSc2nnc(NC(=O)c3cccc(F)c3)s2)cc1
  A: 0 | B: -2.6 | C: 5 | D: -4 | E: 0 | F: -15 | G: -12 | H: -2 | I: i | J: -8
CCOC(=O)C1CCN(C(=O)Nc2ccc(C)c(Cl)c2)CC1
  A: 0 | B: -1.3 | C: -19 | D: 16 | E: 0 | F: 0 | G: 5 | H: 1 | I: -0.5 | J: -1
O=C(Cn1nc(C(F)(F)F)c2c1CCC2)NC1CCCCC1
  A: 6 | B: / | C: -2 | D: 15 | E: 19 | F: -5 | G: -2 | H: -2 | I: -0.3 | J: -6
Cc1ccc(S(=O)(=O)NC(=O)C2(C)CCN2C(=O)Cc2ccc(C(C)(C)C)cc2)cc1 (configuration not stated)
  A: -1 | B: -2.5 | C: / | D: / | E: 10 | F: / | G: 0 | H: / | I: i | J: /
CCOc1ccc(S(=O)(=O)N2CCCCCC2)cc1
  A: 2 | B: / | C: 0 | D: 15 | E: 12 | F: -15 | G: 6 | H: -3 | I: -2.2 | J: -3
COC(=O)C1=C(C)NC(=O)/C1=C\c1cccs1
  A: -10 | B: / | C: 5 | D: -2 | E: 4 | F: -22 | G: -3 | H: 1 | I: i | J: 3
CCOc1ccc(NC(=O)COc2nsnc2N2CCOCC2)cc1
  A: -1 | B: -3.3 | C: -3 | D: 18 | E: 8 | F: -21 | G: -6 | H: 2 | I: -0.5 | J: 3
Cc1cccc(N(C(=O)Cn2nnc(-c3ccc(F)cc3)n2)C(C(=O)NC(C)(C)C)c2ccncc2)c1 (configuration not stated)
  A: -2 | B: 0.9 | C: -8 | D: 9 | E: -8 | F: 5 | G: 0 | H: 5 | I: -8.3 | J: -11
CC(=O)c1cccc(NC(=O)C(=O)Nc2cccc3ccccc23)c1
  A: 4 | B: -0.4 | C: 6 | D: 16 | E: 10 | F: -2 | G: -6 | H: 1 | I: i | J: -2
CCOC(=O)C(CC(C)C)CP(=O)(O)CNC(=O)OCc1ccccc1 (configuration not stated)
  A: 4 | B: / | C: 4 | D: 10 | E: -6 | F: -18 | G: -9 | H: -4 | I: i | J: 2

Complete entries, looked up by structure:
CC(=O)Nc1ccc(NC(=O)CSc2nnc(NC(=O)c3cccc(F)c3)s2)cc1 is listed as PrPC surface inh = 0; TcdB GH inh = -2.6; MazEF act = 5; DUSP3 inh = -4; CCHFV vOTU inh = 0; PriA SSB inh = -15; Y pestis TopoI = -12; SARS 3CLpro inh = -2; BH1578 lux ind = i; Rv3671c protease = -8
CSc1ccc(S(=O)(=O)N2CCN(Cc3ccc4c(c3)OCO4)CC2)cc1 is listed as PrPC surface inh = -6; TcdB GH inh = 0.4; MazEF act = 1; DUSP3 inh = 3; CCHFV vOTU inh = -4; PriA SSB inh = -2; Y pestis TopoI = 16; SARS 3CLpro inh = 0; BH1578 lux ind = i; Rv3671c protease = 2

Continuation:
Screens by letter: A = PrPC surface inh; B = TcdB GH inh; C = MazEF act; D = DUSP3 inh; E = CCHFV vOTU inh; F = PriA SSB inh; G = Y pestis TopoI; H = SARS 3CLpro inh; I = BH1578 lux ind; J = Rv3671c protease
Cc1ccc(-c2nsc(SCC(=O)NCC3CCCO3)n2)cc1 (configuration not stated)
  A: 2 | B: 0.5 | C: 0 | D: 28 | E: -5 | F: -1 | G: 6 | H: 5 | I: i | J: -1
N#C/C(=C\Nc1ccccc1O)c1nc2ccccc2o1
  A: -7 | B: -9.1 | C: 18 | D: 4 | E: 11 | F: 5 | G: 2 | H: 3 | I: -0.4 | J: 4
Cc1ccc(S(=O)(=O)N2C[C@H]3n4c(=O)ccc(=O)n4C[C@H](OC(=O)NCc4ccccc4)[C@@]3(O)C2)cc1
  A: -6 | B: 1.7 | C: 7 | D: / | E: -7 | F: / | G: 0 | H: / | I: -0.6 | J: /
CCOC(=O)c1ccc(S(=O)(=O)N2CC(=O)Nc3ccccc32)cc1
  A: -1 | B: 1.8 | C: 9 | D: 22 | E: 14 | F: 0 | G: -7 | H: -1 | I: 0.0 | J: 6
C=CCN1C(=O)c2ccc(C(=O)OCC(=O)Nc3ccc(S(N)(=O)=O)cc3)cc2C1=O
  A: 3 | B: 2.3 | C: 5 | D: / | E: -3 | F: 5 | G: -1 | H: / | I: 1.7 | J: 1
COc1ccc(CCNC(=O)c2cc3c(=O)n4ccccc4nc3n(CC3CCCO3)c2=N)cc1 (configuration not stated)
  A: -28 | B: 0.8 | C: 15 | D: / | E: -11 | F: -1 | G: 8 | H: / | I: -0.6 | J: /
COc1ccc(CN2CCN(C(=O)c3cc(-c4cccnc4)nc4ccc(Cl)cc34)CC2)c(OC)c1OC
  A: -10 | B: 1.1 | C: 9 | D: 35 | E: 5 | F: 11 | G: 8 | H: -1 | I: -2.8 | J: 10
O/N=C(/Cc1ccccn1)c1ccccc1
  A: -6 | B: / | C: 3 | D: 14 | E: 4 | F: / | G: 2 | H: -2 | I: i | J: 1
COC(=O)C(O)(c1c(C)[nH]n(-c2ccccc2)c1=O)C(F)(F)F (configuration not stated)
  A: -2 | B: / | C: -4 | D: 14 | E: 24 | F: 16 | G: -2 | H: -1 | I: -0.4 | J: -19
CC(C)Sc1cc(N2CCCC2)nc(-c2ccccc2Cl)n1
  A: -1 | B: / | C: 3 | D: 2 | E: 23 | F: -47 | G: 8 | H: -3 | I: -1.6 | J: 4
CC(C)C1CC(CCNCc2ccc3c(c2)OCO3)(c2ccccc2)CCO1 (configuration not stated)
  A: -4 | B: -0.4 | C: 14 | D: 25 | E: -7 | F: 0 | G: 4 | H: 4 | I: -0.5 | J: 6
Fc1cc(F)c2nc(N3CCCC3)sc2c1
  A: 13 | B: -0.2 | C: 4 | D: 10 | E: 1 | F: -6 | G: 3 | H: 2 | I: -0.7 | J: 12
CCCNC(=S)N1CCC(n2cnc3ccccc32)CC1
  A: 5 | B: 0.7 | C: -3 | D: 22 | E: 0 | F: -12 | G: 2 | H: -2 | I: -0.4 | J: 10
Cc1cc(NO)c(C(C)C)cc1N=O
  A: -9 | B: 0.2 | C: 4 | D: 1 | E: -2 | F: -3 | G: 3 | H: 1 | I: 0.2 | J: -4
COc1ccc(CN2[C@@H](CC(=O)O)c3cc(C(F)(F)F)ccc3S2(=O)=O)cc1
  A: -6 | B: -0.6 | C: 6 | D: / | E: 6 | F: 2 | G: 2 | H: / | I: 1.8 | J: 4
OC(c1ccccc1)c1nc(-c2ccc3c(c2)OCO3)cs1 (configuration not stated)
  A: 10 | B: 0.2 | C: / | D: / | E: 1 | F: / | G: 11 | H: / | I: -0.5 | J: /
CS(=O)(=O)c1ccc(C(=O)CN2C(=O)NC3(CCCc4ccccc43)C2=O)cc1 (configuration not stated)
  A: -7 | B: 1.1 | C: -2 | D: / | E: 13 | F: 2 | G: 4 | H: / | I: i | J: -2
CCCN(CC1CC1)C(=S)NC(=O)C1CC1
  A: 5 | B: -0.7 | C: 2 | D: 20 | E: -9 | F: -14 | G: 8 | H: 2 | I: i | J: -3
Cc1sc(NC(=S)NC(=O)CCc2ccccc2)c(C(N)=O)c1C
  A: 15 | B: -0.2 | C: 1 | D: 0 | E: -10 | F: 2&-20 | G: -2 | H: 2 | I: -0.3 | J: -8
CCOC(=O)/C(C#N)=C/c1cn(CCC(=O)O)nc1-c1ccc(OC)cc1
  A: -15 | B: 0.4 | C: 4 | D: 22 | E: 20 | F: -4 | G: 2 | H: 4 | I: -0.1 | J: 0
CCCCn1c(O)c(C(CC)=Nc2ccc(OC)cc2OC)c(=O)[nH]c1=O
  A: -2 | B: / | C: 6 | D: -5 | E: 4 | F: 6 | G: 23 | H: 2 | I: -0.3 | J: 2
COc1ccc(CCNCC(O)COc2ccc(OC)cc2C(C)(C)C)cc1 (configuration not stated)
  A: -5 | B: -0.2 | C: 16 | D: 34 | E: 9 | F: 17 | G: -9 | H: -1 | I: i | J: 1
COc1cc(NC(=O)c2cccc3c(-c4cccnc4)coc23)cc(OC)c1OC
  A: 30* | B: 0.1 | C: / | D: / | E: -4 | F: / | G: -5 | H: / | I: -0.5 | J: /
COc1ccc(-c2n[nH]c(C)c2-c2cscn2)c(O)c1
  A: -3 | B: 0.4 | C: 11 | D: 18 | E: -16 | F: -4 | G: 6 | H: 0 | I: i | J: -1
Fc1ccc(-n2[nH]nnc2=S)cc1N1CCCC1
  A: 5 | B: -14 | C: 6 | D: -10 | E: -5 | F: 1 | G: 4 | H: 5 | I: -1.2 | J: 2
